Compound activity as filed in PubChem BioAssay.
TRPC6 inhibitor: mouse TRPC6 channel inhibitors, primary screen, cell-based, HEK293, membrane potential dye; AID 2553, 2010; ACh-evoked depolarization; stronger effect = lower value; Short transient receptor potential channel 6 (Mus musculus), Q61143; actives 1.1% (n = 310,000); B-score at 10 µM;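 active = B-score under library mean minus 3 SD, initial fluorescence not abnormally high, positive integrated signal ratio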;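 note: B-score derived from integrated fluorescence ratio over the kinetic read; more negative B-score means stronger inhibition of depolarization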
Target sequence (Q61143 whole entry, looked up): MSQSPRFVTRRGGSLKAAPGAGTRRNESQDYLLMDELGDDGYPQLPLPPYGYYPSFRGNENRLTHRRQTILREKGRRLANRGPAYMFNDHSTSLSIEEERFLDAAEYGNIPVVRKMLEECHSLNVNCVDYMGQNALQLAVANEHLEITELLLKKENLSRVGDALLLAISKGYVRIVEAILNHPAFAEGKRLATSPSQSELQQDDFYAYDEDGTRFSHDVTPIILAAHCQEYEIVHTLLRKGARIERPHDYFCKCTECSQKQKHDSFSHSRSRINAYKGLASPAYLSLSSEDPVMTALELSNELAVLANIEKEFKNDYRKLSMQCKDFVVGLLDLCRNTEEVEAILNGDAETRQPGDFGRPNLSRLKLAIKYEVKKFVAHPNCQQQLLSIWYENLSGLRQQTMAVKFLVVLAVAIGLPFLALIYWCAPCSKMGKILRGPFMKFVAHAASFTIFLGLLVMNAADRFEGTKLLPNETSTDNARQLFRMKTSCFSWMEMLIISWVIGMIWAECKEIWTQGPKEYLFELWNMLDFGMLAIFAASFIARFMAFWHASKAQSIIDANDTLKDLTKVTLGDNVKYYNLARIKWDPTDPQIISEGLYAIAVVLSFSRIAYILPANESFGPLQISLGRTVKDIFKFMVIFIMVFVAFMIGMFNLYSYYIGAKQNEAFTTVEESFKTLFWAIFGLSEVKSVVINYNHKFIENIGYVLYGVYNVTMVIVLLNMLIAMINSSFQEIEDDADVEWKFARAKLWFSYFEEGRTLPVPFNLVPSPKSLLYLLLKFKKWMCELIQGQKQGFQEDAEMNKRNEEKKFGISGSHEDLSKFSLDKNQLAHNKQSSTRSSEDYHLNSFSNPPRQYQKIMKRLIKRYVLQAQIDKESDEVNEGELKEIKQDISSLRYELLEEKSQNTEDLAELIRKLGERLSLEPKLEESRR
MrgX1 allo act: positive allosteric modulators of MrgX1, primary screen, HEK293 cells, Fluo-4 calcium flux. Mas-related G-protein coupled receptor member X1 (Homo sapiens), Q96LB2. FDSS; stronger effect = higher value. B-score at 10 µM. actives 0.63% (n = 310,000). AID 588675, 2011;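 active = plate-corrected calcium response at least 3 library SD above typical, normal starting fluorescence, not activating the receptor alone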;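 note: compound read alongside a low EC10 to EC30 dose of BAM8-22 agonist; peak minus trough fluorescence over baseline measured at the second addition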
RGS4 inh: RGS4 inhibitors, primary screen, cell-based, HEK293 M3R inducible RGS4, calcium flux. Regulator of G-protein signaling 4 (Homo sapiens), P49798. Fluo-4 calcium flux; stronger effect = higher value; triggered by carbachol at its EC20. B-score at 10 µM. actives 0.45% (n = 310,000). AID 463165, 2010;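 active = B-score, a plate-corrected calcium signal, over three deviations above library mean, with baseline fluorescence within five deviations of library mean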;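 note: RGS4 expression induced by doxycycline in cells with stable M3 receptor; B-score is computed from the integrated fluorescence ratio over baseline after carbachol; higher B-score means a larger calcium signal and so more RGS4 inhibition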
Target sequence (P49798 whole entry, looked up): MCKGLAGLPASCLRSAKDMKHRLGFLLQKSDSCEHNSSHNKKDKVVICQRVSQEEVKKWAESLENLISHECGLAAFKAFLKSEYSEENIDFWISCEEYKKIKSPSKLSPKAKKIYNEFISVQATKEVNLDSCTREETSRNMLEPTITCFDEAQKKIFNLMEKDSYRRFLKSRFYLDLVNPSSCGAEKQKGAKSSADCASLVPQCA
TRPC4 inh: inhibitors of mouse TRPC4 channel, primary screen, Fluo4 calcium, HEK293 TRPC4beta/mu-opioid cells. Short transient receptor potential channel 4 (Mus musculus), Q9QUQ5. DAMGO-evoked Fluo4 calcium flux; stronger effect = lower value. B-score at 10 µM. actives 0.39% (n = 300,000). AID 2247, 2010;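 active = B-score over 3 SD under the library average, no early fluorescence shift, positive overall ratio signal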
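Assay system: HEK293 cells with stable TRPC4beta plus mu-opioid receptor expression. Dosing: single dose. Measured by: Fluo4 Ca2+ flux fluorescence. Also added: DAMGO in two steps, submaximal then maximal. Read-out: B score from integrated Fluo4 fluorescence ratio.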
MrgX1 agonist: agonists of human MrgX1 receptor, primary screen, HEK293 cells, Fluo-4 calcium flux | Mas-related G-protein coupled receptor member X1 (Homo sapiens), Q96LB2 | Fluo-4 calcium fluorescence, agonist mode; stronger effect = higher value | B-score at 10 µM | actives 0.44% (n = 310,000);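 active = calcium response B-score plate-corrected fluorescence ratio at least 3 library SD, with starting fluorescence B-score inside 5 SD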
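Test system: HEK293 cells stably expressing human MrgX1 receptor; Input: fifteen thousand cells per well; Dosing: compound delivered in addition one of three; Schedule: overnight seeding, then 1 h dark dye loading; Technique: Fluo-4 NW calcium fluorescence; Measure: B-scored fluorescence response ratio; Controls: positive and negative controls per plate.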
TRPC6 activator: mouse TRPC6 channel activators, primary screen, cell-based, HEK293, membrane potential dye; Short transient receptor potential channel 6 (Mus musculus), Q61143; HEK293-TRPC6 membrane potential dye fluorescence; stronger effect = higher value; B-score at 10 µM; actives 0.13% (n = 310,000); AID 2550, 2010;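 active = B-score of the integrated fluorescence ratio above library mean plus 3 SD, and starting fluorescence ratio within library mean plus 5 SD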;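 note: higher score means more depolarization so channel activation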
TMEM16A inh: TMEM16A chloride channel inhibitors, primary screen, cell-based, HTS; HEK293 TMEM16A/YFP iodide influx fluorescence, ionomycin; normalized B-score (activity score, 25-100; higher = stronger inhibition) at 10 µM; actives 1.2% (n = 310,000);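 active = ratio plate-corrected score three or more library SD toward inhibition, starting fluorescence score within five deviations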;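 note: score derived from kinetic fluorescence span divided by baseline fluorescence per well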
TRPC4 agonist: activators of mouse TRPC4 channel, primary screen, Fluo4 calcium, HEK293 TRPC4beta/mu-opioid cells; Short transient receptor potential channel 4 (Mus musculus), Q9QUQ5; Fluo4 calcium fluorescence; stronger effect = higher value; B-score at 10 µM; actives 0.49% (n = 310,000);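 active = B-score above 5 SD of library B-scores, and initial fluorescence ratio not above library mean plus 5 SD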;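 note: positive B-score marks a calcium rise read as TRPC4 activation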
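Assay system: HEK293 cells stably co-expressing mouse TRPC4beta and mu-opioid receptor / Timing: Fluo4 dye loading 45 min at room temperature, 110 s recording / Signal: Fluo4 calcium-sensitive dye fluorescence, kinetic, 1 Hz baseline / Read-out: integrated baseline-normalised fluorescence ratio, converted to per-well B score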
TMEM16A act: TMEM16A chloride channel activators or potentiators, primary screen, cell-based, HTS | Anoctamin-1 (Mus musculus), Q8BHY3 | HEK293 TMEM16A/YFP-H148Q/I152L, iodide quench fluorescence; stronger effect = lower value | B-score at 10 µM | actives 0.3% (n = 340,000);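 active = fluorescence-ratio B-score plate-corrected deviation score at least 3 library SD below zero, with starting fluorescence score within 5 deviations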;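 note: channel opened by trigger with iodide after compound preincubation; score built on the fluorescence ratio of max minus min over baseline; more negative score means more quench and so TMEM16A activation or potentiation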
TRPC4 PAM: positive allosteric modulators of TRPC4, primary screen, cell-based, mouse TRPC4beta, HEK293 mu-opioid, Fluo-4 calcium; DAMGO EC20, Fluo-4 Ca2+ flux; stronger effect = higher value; B-score at 10 µM; Short transient receptor potential channel 4 (Mus musculus), Q9QUQ5; actives 0.42% (n = 310,000);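 active = B-score of calcium response area above 5 SD of library B-scores, with initial fluorescence ratio within 5 SD of library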;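 note: B-score of integrated fluorescence ratio over time as area under calcium response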
MrgX1 antagonist: antagonists of human MrgX1 receptor, primary screen, HEK293 cells, Fluo-4 calcium flux | BAM8-22 antagonism; stronger effect = lower value | Mas-related G-protein coupled receptor member X1 (Homo sapiens), Q96LB2 | actives 1.3% (n = 310,000) | B-score at 10 µM;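 active = calcium-response B-score plate-corrected more than 3 library SD below zero, starting fluorescence within 5 deviations, no agonist response on first addition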;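 note: peak minus trough fluorescence over baseline after final BAM8-22 challenge near maximal dose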
* hit, by the source's call; i = inactive; / = not tested or not shown.

SMILES	TRPC6 inhibitor	MrgX1 allo act	RGS4 inh	TRPC4 inh	MrgX1 agonist	TRPC6 activator	TMEM16A inh	TRPC4 agonist	TMEM16A act	TRPC4 PAM	MrgX1 antagonist
Cc1ccc2oc(=O)c3cnn(CC(=O)N(CCC(C)C)Cc4ccco4)c3c2c1	i	i	i	i	i	i	i	i	i	i	i
COc1ccccc1-n1c(SCC(=O)NC2CCS(=O)(=O)C2)nc2cc([N+](=O)[O-])ccc21 (configuration not stated)	i	i	i	i	i	i	i	i	i	i	i
CCOc1cccc(C(=O)Nc2nc(-c3ccc(S(=O)(=O)N4CCOCC4)cc3)cs2)c1	i	i	i	i	i	i	i	i	i	i	i
CS(=O)(=O)c1ccc(N)c(SSc2cc(S(C)(=O)=O)ccc2N)c1	i	i	i	i	i	i	i	i	i	i	i
CCCNC(=S)Nc1ccc(F)cc1F	i	i	i	i	i	i	i	i	i	i	i
COc1ccc(CN(CC(=O)NC2CCCCC2)C(=O)CCC(=O)Nc2nccs2)cc1	i	i	i	i	i	i	i	i	i	i	i
O=[N+]([O-])c1cc(Cc2ccccc2)cc(C=Nc2ccc(N3CCOCC3)cc2)c1O	i	i	i	i	i	i	i	i	i	i	i
COc1ccccc1-c1cn[nH]c1-c1ccc(OCc2ccc(F)cc2)cc1O	i	i	i	i	i	i	i	i	i	i	i
C#CCOCCOCCOCCNc1nc(N2CCN(C(=O)[C@H]([C@@H](C)CC)n3cc([C@@H](N)Cc4ccc(O)cc4)nn3)CC2)nc(N2CCN(C(=O)[C@H](Cc3cc4ccccc4[nH]3)n3cc([C@@H](N)C(C)CC)nn3)CC2)n1 (some centres not stated)	i	i	i	i	i	i	i	i	/	i	i
Cc1cccc(NC(=O)Nc2ccccc2[N+](=O)[O-])n1	i	i	i	i	i	i	i	i	i	i	i
COc1ccc(-c2csc(NC(=O)COC(=O)c3ccc(Br)o3)n2)cc1	i	i	i	i	i	i	i	i	/	i	i
CC(=O)C1=C(O)C(=O)N(c2cc(C(C)(C)C)on2)C1c1ccc(C(C)C)cc1 (configuration not stated)	i	i	i	i	i	i	i	i	i	i	i
Cc1ccc(-n2nnnc2-c2cccc(C)c2)cc1	i	i	i	i	i	i	i	i	i	i	i
CCOC(CNc1ncnc2c1cnn2C)OCC	i	i	i	i	i	i	i	i	i	i	i
O=C(CCNS(=O)(=O)c1ccccc1)N1CCN(C(c2ccccc2)c2ccccc2)CC1	i	i	i	i	i	i	i	i	i	i	i
COc1cc(/C=N/N2CCCCC2)cc([N+](=O)[O-])c1O	i	i	i	i	i	i	i	i	i	i	i
O=C(Cn1cnc2c(nnn2Cc2ccc(Cl)cc2)c1=O)NCC1CCCO1 (configuration not stated)	i	i	i	i	i	i	i	i	i	i	i
Cc1cc(-c2cc(-c3ccc(Cl)cc3)nc(N)c2C#N)co1	i	i	9.8*	i	i	i	i	i	i	i	i
Cc1cc(S(=O)(=O)N2CCCCC2CCNC(=O)C(=O)NCC2CCCO2)ccc1F (configuration not stated)	i	i	i	i	i	i	i	i	i	i	i
O=C(COc1ccc(Cl)cc1Br)NC(=O)NCc1ccccc1	i	i	i	i	i	i	i	i	i	i	i
CC(=O)c1c(C)nn(CC(O)COc2ccc3c(c2)CCC3)c1C (configuration not stated)	i	i	i	i	i	i	25*	i	i	i	i
Cc1c(C(=O)NCc2ccccc2)c(-c2ccccc2)nn1-c1ccccc1	i	i	i	i	i	i	i	i	i	i	i
COc1cccc(CN2CCCC(C(=O)c3ccc4c(c3)OCO4)C2)c1OC (configuration not stated)	i	i	i	i	i	i	i	i	i	i	i
CCC(=O)Nc1ccc(NC(=O)CSc2nnc(C(C)C)n2C)cc1	i	i	i	i	i	i	i	i	i	i	i
CCCS(=O)(=O)N1CCC(C(=O)N2CCOCC2)CC1	i	i	i	i	i	i	i	i	i	i	i
Further records follow.
SMILES	TRPC6 inhibitor	MrgX1 allo act	RGS4 inh	TRPC4 inh	MrgX1 agonist	TRPC6 activator	TMEM16A inh	TRPC4 agonist	TMEM16A act	TRPC4 PAM	MrgX1 antagonist
COc1ccc(/C(O)=C2/C(=O)C(=O)N(CCCN(C)C)C2c2ccccc2)cc1OC (configuration not stated)	i	i	i	i	i	i	i	i	i	i	i
CCNc1nc(NCC)n2c(SCC(=O)NC34CC5CC(CC(C5)C3)C4)nnc2n1	i	i	i	i	i	i	i	i	i	i	i
C=CCn1c(-c2c[nH]c3ccccc23)n[nH]c1=S	i	i	i	i	i	i	i	i	i	i	i
Cc1cccc(NC(=O)c2cc(-c3cc(C)ccc3O)n[nH]2)c1	i	i	i	i	i	i	i	i	i	i	i
Cn1cnnc1SCc1ccc(-c2ccc(Br)cc2)o1	i	i	i	i	i	i	i	i	i	i	i
O=C(NCCC1CCCCN1S(=O)(=O)c1cccs1)C(=O)Nc1cccc(F)c1 (configuration not stated)	i	i	i	i	i	i	i	i	i	i	i
C[C@H](NC(=O)c1nc[nH]c1C(=O)NCC(=O)OC(C)(C)C)C(=O)OC(C)(C)C	i	i	i	i	i	i	i	i	i	i	i
CS(=O)(=O)N1CCN(C(=O)c2ccc(F)cc2)CC1	i	i	i	i	i	i	i	i	i	i	i
COC(=O)c1ccc(NC(=O)CSCc2ccccc2C)cc1	i	i	i	i	i	i	i	i	i	i	i
COc1ccccc1C(C)NCC(=O)NC(=O)NCc1ccco1 (configuration not stated)	i	i	i	i	i	i	i	i	i	i	i
Cc1oc2c(C)c3oc(=O)c(CCC(=O)N[C@@H](CC(C)C)C(=O)O)c(C)c3cc2c1C	i	i	i	i	i	i	i	i	i	i	i
CN(C)S(=O)(=O)c1ccc(N2CCOCC2)c(C(=O)O)c1	i	i	i	i	i	i	i	i	i	i	i
Cc1ccc(/C=C/C(=O)O)cc1S(=O)(=O)Nc1ccc2c(c1)OCO2	i	i	i	i	i	i	i	i	i	i	i
O=C(CCCO)NNc1c2ccccc2nc2ccccc12	i	i	i	i	i	i	i	i	i	i	i
CC1Cc2ccccc2N1C(=O)CSc1nc2cc3c(cc2cc1C#N)OCO3 (configuration not stated)	/	i	/	/	i	/	i	/	i	/	-8.5*
COc1ccc(/C=C/C(=O)NC2CCCCC2C)cc1 (configuration not stated)	i	i	i	i	i	i	i	i	i	i	i
FC(F)(F)c1ccncc1-c1nnc(C2CCCCC2)o1	i	i	i	i	i	i	i	i	i	i	i
COc1ccccc1-n1nc(C)cc1N	i	i	i	i	i	i	i	i	i	i	i
COc1ccccc1NC(=O)N1CCN(C(=O)Nc2ccccc2OC)CC1	i	i	i	i	i	i	i	i	i	i	i
O=C(NCc1cccnc1)c1cc2nc(-c3ccc4c(c3)OCO4)cc(C(F)(F)F)n2n1	i	i	i	i	i	i	i	i	i	i	i
Cc1c(C(=O)O)sc(S(=O)(=O)N2CCNCC2)c1C(=O)O	i	/	i	i	/	i	/	i	/	i	/
CCOC(=O)c1cc(-c2ccc(F)cc2)n(CC(=O)N2CCCC2)c1C	i	i	i	i	i	i	i	i	i	i	i
Cc1sc2ncnc(OCC(=O)NCc3cccs3)c2c1C	i	i	i	i	i	i	i	i	i	i	i
O=S1(=O)NC(=NC2CCCCCC2)c2ccccc21	i	i	i	i	i	i	i	i	i	i	i
COc1ccc(CN(C)C(=O)c2ccc(NS(=O)(=O)c3ccccc3)cc2)c(OC)c1	i	i	i	i	i	i	i	i	i	i	i
(listing goes on)
SMILES	TRPC6 inhibitor	MrgX1 allo act	RGS4 inh	TRPC4 inh	MrgX1 agonist	TRPC6 activator	TMEM16A inh	TRPC4 agonist	TMEM16A act	TRPC4 PAM	MrgX1 antagonist
O=C(C1CCCN(S(=O)(=O)c2cnc[nH]2)C1)N1CCN(Cc2ccccc2)CC1 (configuration not stated)	i	i	i	i	i	i	i	i	i	i	i
O=C(CN1CCOCC1)N1N=C(c2cccs2)CC1c1cccs1 (configuration not stated)	i	i	i	i	i	i	i	i	i	i	i
CCOc1ccc(S(=O)(=O)N/N=C\c2ccc3c(c2)OCO3)cc1	i	i	i	i	i	i	i	i	i	i	i
CN(CC(=O)Nc1ccc(F)cc1)C(=O)CCc1nc2sc3c(c2c(=O)[nH]1)CCCC3	i	i	i	i	i	i	i	i	i	i	i
O=C(Nc1ccccc1Oc1ccsc1C(=O)O)c1ccccc1	i	i	i	i	i	i	i	i	i	i	i
CN(c1ccc(OCC(=O)OCC(=O)Nc2ccccc2F)cc1)S(=O)(=O)c1cccs1	i	i	i	i	i	i	i	i	i	i	i
NS(=O)(=O)c1ccc(CCNC(=O)c2ccccc2Cc2ccccc2)cc1	i	i	i	i	i	i	i	i	i	i	i
CCOC(=O)Cn1nc(C)c(NC(=O)COc2ccc(F)cc2F)c1C	i	i	i	i	i	i	i	i	i	i	i
Cc1ccn2cc(-c3cccc(NC(=O)c4cccs4)c3)nc2c1	i	i	i	i	i	i	i	i	i	i	i
CC(=O)Nc1cccc(Nc2nc(-c3ccccc3)nc3ccccc23)c1	i	i	i	i	i	i	i	i	i	i	i
Clc1ccc(CN2C3=NCCCN3c3ccccc32)cc1	i	i	i	i	i	i	i	i	i	i	i
O=C1CN(C(=O)COc2c(Cl)cccc2Cl)c2ccccc2N1	i	i	i	i	i	i	i	i	i	i	i
COc1ccc(/C(C)=N/NC(=O)CNC(=O)c2ccco2)c(OC)c1	i	i	i	i	i	i	i	i	i	i	i
